GLP-1R inv ag: GLP-1 receptor (human) inverse agonism; P43220; HEK293 GLP-1R CRE-luciferase, luminescence, 24 h; GLP-1R form is constitutively active; Potency, µM (highest dose often 38.3 µM), for the others: at the top dose activity change, negative = inhibition, usual class: inhibitors; actives 1.6% (n = 410,000); AID 624417; also: potency is read from the fitted curve at half-maximal effect; % is scaled to controls: 0 for no effect and ±100 for the full control effect; nearly all actives have a fitted effect of over 55% in size
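Inverse agonism was detected as reduced cAMP-driven luciferase luminescence after 24 h compound treatment. The cells were HEK293 clones expressing constitutively active human GLP-1R with the reporter. Reporter-only and GPR119 cell lines served as counterscreen controls.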
GLP1R cytotox: cytotoxic in the GLP-1 receptor inverse agonist counter-screen; AID 624418; actives 0.13% (n = 410,000); Potency, µM (series often up to 38.3 µM), inactives show at the highest dose activity change, negative = inhibition, actives largely listed as inhibitors; HEK293 cAMP-luciferase reporter cells, luminescence, 24 h;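 also: loss of luciferase light is scored as toxicity; potency is read from the fitted curve at half-maximal effect; % is scaled to controls: 0 for no effect and ±100 for the full control effect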
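Here, cytotoxicity is scored as loss of luminescence. The MLSMR collection was tested on cells seeded in medium containing 10% Nu serum, with a 24 hr compound exposure preceded by 12 hours of culture.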
aSyn yeast inh: inhibitors of alpha-synuclein toxicity in yeast | Yeast expressing alpha-synuclein, growth rescue, BacTiter-Glo, 24 h | AID 652106 | actives 0.14% (n = 370,000) | Potency, µM (titrated, usually from 46.1 µM), for inactives: top-dose growth rescue (activation), most hits filed as activators; also: potency is read from the fitted curve at half-maximal effect; % of control where 0% means no effect; nearly all actives have a fitted effect of over 65% in size
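Rescue of yeast growth: cells expressing toxic alpha-synuclein, induced in galactose at OD600 0.02, incubated with compound 24 h at 30 C. ATP luminescence quantified growth; inhibitors of toxicity appear as activators.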
PTHR1 ag: agonists of human PTHR1 parathyroid hormone receptor | Potency, µM (series often up to 115 µM), inactives show at the highest dose activation, hits mostly activators | actives 0.075% (n = 410,000) | AID 743266 | Q03431 | HEK293 GP2 PTHR1 cells, GloSensor cAMP luminescence, 1 h; also: potency is read from the fitted curve at half-maximal effect; nearly all actives have a fitted effect of over 55% in size; some results filed as inactive show a strong effect at the top dose; inactives centre near -15; many of its hits are not listed in these tables
Target sequence (Q03431 whole entry, looked up): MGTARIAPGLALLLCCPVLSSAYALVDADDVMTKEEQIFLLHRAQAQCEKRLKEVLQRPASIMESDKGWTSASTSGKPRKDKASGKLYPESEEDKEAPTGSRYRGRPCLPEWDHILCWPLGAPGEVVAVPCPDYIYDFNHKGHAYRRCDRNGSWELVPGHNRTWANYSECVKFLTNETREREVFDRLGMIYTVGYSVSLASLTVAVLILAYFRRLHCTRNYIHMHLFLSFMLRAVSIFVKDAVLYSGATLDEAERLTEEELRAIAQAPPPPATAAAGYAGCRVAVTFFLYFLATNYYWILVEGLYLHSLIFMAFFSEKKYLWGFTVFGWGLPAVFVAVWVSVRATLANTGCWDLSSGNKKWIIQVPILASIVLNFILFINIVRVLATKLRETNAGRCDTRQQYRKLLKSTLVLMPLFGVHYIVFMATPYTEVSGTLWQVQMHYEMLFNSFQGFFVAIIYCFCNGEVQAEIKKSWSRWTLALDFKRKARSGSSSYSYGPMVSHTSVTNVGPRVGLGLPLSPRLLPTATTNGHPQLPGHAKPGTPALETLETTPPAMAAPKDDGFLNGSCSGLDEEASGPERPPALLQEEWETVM
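HEK-293-derived GP2 cells expressing PTHR1 and a GloSensor cAMP reporter, 3,000/well, plated overnight, given luciferin plus IBMX (each 0.5 mM as added) for 1 h at 37 °C, then compound for 1 h at 37 °C. Luminescence was read after 15 min at room temperature.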
D3 ag: agonists of human D3 dopamine receptor | P35462 | D3R DiscoveRx beta-arrestin cells, luminescence, 90 min | max activation, % | actives 0.58% (n = 410,000); in the data active = max activation above about 30%; also: 0% is about no effect; mostly tested at two doses, the higher about 12 µM
Target sequence (P35462 whole entry, looked up): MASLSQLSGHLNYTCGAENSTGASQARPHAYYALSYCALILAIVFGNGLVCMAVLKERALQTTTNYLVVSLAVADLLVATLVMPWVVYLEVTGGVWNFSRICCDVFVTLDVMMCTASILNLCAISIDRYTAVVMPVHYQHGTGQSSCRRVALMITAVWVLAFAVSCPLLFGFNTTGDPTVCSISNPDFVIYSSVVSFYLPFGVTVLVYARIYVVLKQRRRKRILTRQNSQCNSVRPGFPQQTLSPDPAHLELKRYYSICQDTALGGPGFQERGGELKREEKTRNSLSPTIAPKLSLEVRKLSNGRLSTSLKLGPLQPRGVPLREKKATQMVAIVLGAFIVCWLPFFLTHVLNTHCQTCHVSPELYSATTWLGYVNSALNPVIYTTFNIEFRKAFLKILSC
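Cells at 1500/well, incubated overnight, then treated with pinned compounds (dopamine as control) for 90 min at 37 degrees C. DiscoveRx reagent added for 30 - 60 minutes at room temperature; luminescence read.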
DRD3 antagonist: D3 dopamine receptor (human) antagonism; P35462; D3R cells, DiscoveRx beta-arrestin luminescence, antagonist mode; stronger effect = lower value; max response, negative = inhibition, %; actives 2.5% (n = 360,000); AID 652054; in the data active = max response below about -50%; inconclusive = no clear call, values can overlap the other calls; also: % is scaled to controls: 0 for no effect and ±100 for the full control effect; mostly tested at two doses, the higher about 12 µM
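Cells expressing the human receptor were seeded at 1500 cells/well, incubated overnight at 37 degrees C in 5% CO2, then exposed to library compounds with dopamine controls for 90 minutes at 37 degrees C before luminescent detection.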
KB-V1 cytotox: kills drug-selected multidrug resistant KB-V1 cells; KB-V1 MDR cells viability, CellTiter-Glo, 72 h; Potency, µM (top dose mostly 46.1 µM), for inactives: top-dose activity change, negative = cytotoxicity, most hits filed as cytotoxic; actives 3.4% (n = 400,000); AID 1347076; also: potency is read from the fitted curve at half-maximal effect; % is scaled to controls: 0 for no effect and ±100 for the full control effect; nearly all actives have a fitted effect of over 60% in size
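Cytotoxicity via CellTiter-Glo luminescence after 72 h compound exposure at 37 degrees C. Cells: drug-selected KB-V1 line, DMEM phenol-red free plus 10% FBS. Compounds tested at multiple concentrations; normalized data fitted to concentration-effect curves.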
TDP43 rescue: TDP-43 toxicity inhibition in yeast | actives 1.8% (n = 410,000) | Potency, µM (titrated, usually from 46.1 µM), for the others: at the highest dose growth rescue (activation), actives largely listed as activators | TDP-43 expressing yeast growth rescue, BacTiter-Glo, 24 h; also: potency is read from the fitted curve at half-maximal effect; % of control where 0% means no effect; nearly all actives have a fitted effect of over 50% in size
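Galactose-induced TDP-43 yeast, OD600=0.02, compound pinned; 24 hr, 30 deg C; BacTiter-Glo luminescence for growth. Inhibitors of TDP-43 toxicity read as activators.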
GLP1R ag: agonists of human GLP-1 receptor; P43220; Potency, µM (highest dose often 45.6 µM), for the others: at the highest dose activation, hits mostly activators; HEK293 GLP-1R CRE-luciferase, luminescence, 4-6 h; cells express a hypersensitive GLP-1R form; AID 624172; actives 0.007% (n = 380,000); also: potency is read from the fitted curve at half-maximal effect; % of control where 0% means no effect
* = called active by the depositor; i = inactive; ? = inconclusive; / = not tested or not shown; [ ] = remark or other dose. Unless noted, calls follow the shape of the dose curve; as a rule, active = well fitted curve in the direction sought with a large enough effect; inconclusive = small, poorly fitted or top-dose-only effect, or another doubt; inactive = no such curve, though single readings can be large; an effect the other way counts as inactive or inconclusive.

SMILES | GLP-1R inv ag | GLP1R cytotox | aSyn yeast inh | PTHR1 ag | D3 ag | DRD3 antagonist | KB-V1 cytotox | TDP43 rescue | GLP1R ag
COc1ccc(Cn2ccc3nc(C)c(C(=O)Nc4ccc(C)c(F)c4)cc3c2=O)cc1 | -5.2% | -0.2% | / | i | 6.1 | / | 17.4% | 11.7% | /
COc1ccccc1C(=O)C1CCCN(C(=O)c2ccccc2Cl)C1 (stereo not drawn) | -17.1% | ? | 16.0% | -19.5% | 0.1 | 23.8 | -13.4% | ? | 9.0%
Cc1ccc(S(=O)(=O)N(CC(=O)Nc2cccc([N+](=O)[O-])c2)C2CCCCC2)cc1 | 11.2µM* | -8.1% | 8.4% | -4.4%[57.5 µM] | -18.2 | ? | -16.3% | 13.4% | 0.0%
O=C(O)c1ccc(-n2nc(C(F)(F)F)cc2-c2cccs2)cc1 | 7.8% | 4.2% | ? | -18.5% | 5.3 | 6.0 | 0.0% | ? | -2.4%
COc1ccc2c(c1)C(=O)CC(c1ccc(OC)c(OC)c1)O2 (stereo not drawn) | 19.3% | 2.3% | 1.9% | i | -7.1 | 5.2 | 5.1% | 14.9% | -1.1%
CC(=O)NC1=NN(C(C)=O)C(C)(c2ccc3ccccc3c2)S1 (stereo not drawn) | -11.9% | -17.0% | 1.5% | -3.2% | -4.9 | -2.5 | -0.5% | 21.8% | 0.8%
COc1cc(/C=N/n2cnc3scc(-c4cccs4)c3c2=O)cc(OC)c1OC | 6.3% | 8.2% | 0.3% | i | 4.0 | 20.5 | ? | 3.9% | -10.6%
NS(=O)(=O)c1ccc(NC(=O)COC(=O)CCNC(=O)NC23CC4CC(CC(C4)C2)C3)cc1 | 7.5% | 29.0% | -2.4% | -6.6%[57.5 µM] | -0.1 | -14.0 | 1.9% | -2.5% | -1.4%
Cc1ccc(NC(=O)c2cccc3ccccc23)cc1 | -17.6% | -2.2% | 6.0% | -25.5% | 0.4 | -1.3 | -22.4% | 0.0% | -3.8%
Cc1cc(=O)n2nc(N3CCC(C(=O)NC4CCCc5ccccc54)CC3)sc2n1 (stereo not drawn) | 3.3% | 19.7% | 4.8% | -13.1%[57.5 µM] | 0.3 | 0.0 | 10.8% | 14.0% | -4.2%
CCCSC(=O)N(CC)CC(=O)Nc1c(CC)cccc1CC | ? | 6.3% | 3.6% | i | 4.5 | 5.3 | ? | 8.0% | -12.4%
CC1=NN(Cc2ccccc2)C(=O)C1C(c1ccccc1)C(C#N)C#N (stereo not drawn) | 0.2% | 0.4% | -2.3% | -13.4%[57.5 µM] | -4.1 | -8.7 | ? | 2.2% | 4.1%
Cc1ccccc1NC(=O)Nc1nc(CN(C)C)cs1 | 3.8% | 3.5% | -3.6% | -32.1%[inhibitor] | -6.2 | -12.4 | -3.1% | 19.7% | 7.3%
COc1cc2c(cc1OC)C(COc1cc(C)cc(C)c1)N(C(=O)C(C)(C)C)CC2 (stereo not drawn) | ? | -1.3% | / | i | 6.9 | / | 0.0% | / | 14.7%
CCN1CCN(C(=O)c2ccc(Cn3c(=O)[nH]c4cc(OC)c(OC)cc4c3=O)cc2)CC1 | 42.0% | 13.4% | -7.1% | i | -3.0 | -10.5 | 4.4% | 10.4% | -5.2%
COc1ccc(N(CC(=O)NCc2cccs2)S(=O)(=O)c2cccnc2)cc1 | -2.3% | 3.3% | -4.9% | -43.6%[inhibitor] | -1.4 | -18.5 | 6.2% | -2.3% | 7.1%
Cc1ccccc1C(=O)O[C@H]1[C@H](Cc2ccccc2)NS(=O)(=O)[C@H]2CC3C=C[C@]12O3 | 0.2% | -3.1% | 11.1% | i | 7.2 | 20.0 | ? | 3.4% | 7.4%
CCc1cc(=O)oc2c(CN3CCN(C)CC3)c(O)c(Cl)cc12 | 4.5% | 325.7%[activator] | 0.3% | -9.1%[57.5 µM] | 2.5 | 17.9 | -31.4% | 28.6% | 1.6%
CCOC(=O)N(O)c1ccc(C=Cc2ccccc2)cc1 | ? | ? | -1.7% | -37.3%[inhibitor] | 1.0 | 6.6 | 20.6µM* | 14.1µM* | -10.5%
CC=CCn1c(SCCCc2ccccc2)nc2c1c(=O)[nH]c(=O)n2C | 9.9% | 3.2% | ? | -65.8%[inhibitor] | 11.1 | 41.3 | ? | 21.8% | ?
COc1cc2c(cc1OC)C(c1cccc(OC)c1OC)CC(=O)N2 (stereo not drawn) | 25.2% | 6.6% | / | -22.1% | 0.7 | -6.8 | ? | 2.1% | 15.4%
Cc1cc(NC(=O)Nc2cc(Cl)sc2Cl)no1 | ? | 9.1% | -1.8% | -32.9%[inhibitor] | -9.3 | 12.0 | 10.2% | ? | 1.9%
C#CCOc1ccc(C2C(C#N)=C(N)Oc3cc(O)ccc32)cc1 (stereo not drawn) | 8.9% | 221.4%[activator] | 3.3% | -39.5%[inhibitor] | 0.3 | 10.5 | -1.4% | -17.8% | -1.2%
CCN(CC(=O)O)S(=O)(=O)c1cc(Cl)ccc1Cl | 7.0% | -1.4% | -0.4% | i | 4.6 | 12.1 | 5.5% | 11.3% | -16.5%
CC(Sc1nnc(C2CC2)n1C1CC1)C(=O)c1ccc(Br)cc1 (stereo not drawn) | -25.6% | 6.2% | -2.8% | -43.5%[inhibitor] | -20.0 | -11.0 | -16.0% | -6.9% | 3.9%
COc1ccc(CNC(=O)C2CCN(S(=O)(=O)N3CCCCC3)CC2)cc1 | ? | -3.3% | -4.8% | 3.3% | -0.8 | -19.9 | -18.3% | 6.4% | -7.9%
Cc1ccc2c(c1)CCCN2C(=O)c1cc2ccccc2oc1=O | -1.1% | -6.2% | 0.0% | i | 4.0 | 5.8 | -15.1% | -9.4% | -0.9%
CN1C(=O)CCC(CCC(=O)O)(c2ccccc2O)C1=O (stereo not drawn) | 3.9% | 5.2% | 2.0% | i | 4.8 | -4.9 | 13.2% | -21.6% | 0.7%
COc1ccc(S(=O)(=O)Nc2ccccc2OC)cc1NC(=O)CC1CC2CCC1C2 (stereo not drawn) | ? | -18.8% | -0.7% | i | 5.5 | 9.9 | 20.6µM* | 15.1% | 3.8%
CCn1ncc(S(=O)(=O)Nc2cc(Cl)ccc2C)c1C | -15.6% | -0.3% | 14.6% | i | -6.4 | -9.1 | -9.2% | 2.6% | 1.6%
Cc1nc2ccccn2c1-c1nnco1 | 14.0% | -9.2% | -3.3% | i | -2.1 | -10.0 | ? | -1.1% | -0.9%
O=C(NCc1cccc(Cl)c1)c1cccc(S(=O)(=O)N2CCCC2)c1 | ? | 1.4% | 2.8% | -37.9% | 4.8 | 13.8 | / | 3.0% | -11.9%
COc1cc(NC(=O)c2cccs2)c(OC)cc1NC(=O)CCn1nnc2ccccc21 | 4.2% | -10.7% | 2.8% | 6.9%[57.5 µM] | -0.6 | 19.7 | -24.2% | -13.0% | 7.8%
CC(=O)NC(Cc1ccc(C)cc1)C(=O)NC1CCN(S(=O)(=O)c2ccccc2)CC1 (stereo not drawn) | 1.0% | 1.4% | 0.9% | -7.0% | -4.6 | 13.1 | 10.5% | 3.4% | -0.9%
O=C(COC(=O)c1ccc(Cl)c(S(=O)(=O)NCc2ccccc2)c1)NCC1CCCO1 (stereo not drawn) | 13.3% | -14.4% | 0.9% | i | 2.9 | 35.3 | 1.4% | -6.2% | -12.0%
N#C/C(=C/Nc1ccccc1F)S(=O)(=O)c1ccc(Cl)cc1 | -20.1% | 7.1% | 8.4% | -17.7% | 15.6 | 6.8 | 7.9% | 22.4% | 11.6%

Structures above that contain two or more sulfur atoms (2):
SMILES | GLP-1R inv ag | GLP1R cytotox | aSyn yeast inh | PTHR1 ag | D3 ag | DRD3 antagonist | KB-V1 cytotox | TDP43 rescue | GLP1R ag
COc1cc(/C=N/n2cnc3scc(-c4cccs4)c3c2=O)cc(OC)c1OC | 6.3% | 8.2% | 0.3% | i | 4.0 | 20.5 | ? | 3.9% | -10.6%
COc1ccc(N(CC(=O)NCc2cccs2)S(=O)(=O)c2cccnc2)cc1 | -2.3% | 3.3% | -4.9% | -43.6%[inhibitor] | -1.4 | -18.5 | 6.2% | -2.3% | 7.1%

Further compounds.
SMILES | GLP-1R inv ag | GLP1R cytotox | aSyn yeast inh | PTHR1 ag | D3 ag | DRD3 antagonist | KB-V1 cytotox | TDP43 rescue | GLP1R ag
CCC(=O)NC(C)C(c1cccs1)N1CCN(c2ccccc2)CC1 (stereo not drawn) | -9.1% | 1.0% | 1.3% | -21.8%[57.5 µM] | -2.2 | -1.7 | -22.9% | -23.9% | -12.7%
CCOc1ccccc1NC(=O)C(=O)NCCc1sc(-c2cccc(F)c2)nc1C | 4.9% | -5.5% | / | ? | 7.5 | / | 10.6% | 10.2% | /
CCOCCCNC(=O)C(c1ccc(C)cc1)N(Cc1cccs1)C(=O)c1ccccc1O (stereo not drawn) | ? | ? | 0.2% | i | 5.8 | 15.5 | -16.7% | -12.4% | 3.8%
CC1(CCc2ccccc2)NC(=O)N(CC(=O)Nc2ccc3c(c2)OCCO3)C1=O (stereo not drawn) | -1.7% | 1.5% | -6.9% | -8.2% | 4.7 | 1.6 | ? | 2.1% | -6.1%
S=C(NC1CCCCC1)N1CCc2ccccc2C1 | ? | -4.4% | -9.3% | -35.0%[inhibitor] | -4.7 | -1.5 | 14.6µM* | ? | 11.1%
CN(Cc1cc2ccccc2[nH]c1=O)S(C)(=O)=O | 0.0% | -9.9% | -1.2% | ? | 5.2 | -20.2 | 9.0% | -15.2% | 11.8%
COc1ccc(-c2oc3ccccc3c2C(=O)OCc2ccc([N+](=O)[O-])cc2)cc1 | 10.5% | 9.7% | -1.7% | -22.7% | -8.5 | 5.0 | 0.0% | 13.7% | -2.5%
CC(OC(=O)CN1C(=O)C2C3C=CC(C4CC34)C2C1=O)C(=O)c1ccccc1 (stereo not drawn) | -5.9% | -13.5% | 1.2% | -5.5% | -5.2 | -20.0 | -0.6% | -8.2% | 15.4%

Screening results from PubChem.

Not all compounds are listed. The share of hits here may be higher or lower than overall.
